Screening data as filed in PubChem.
DSG3 Ab inh – inhibitors of pemphigus antibody binding to DSG3, primary screen, biochemical, bead-based, flow cytometry, scFv-GFP. DSG3-coupled beads, scFv-anti-DSG3-GFP binding; stronger effect = lower value. binding (percent of control), % at 10 µM. AID 588358, 2011. actives 0.48% (n = 310,000). Desmoglein-3 (Homo sapiens), P32926;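 active = binding more than 3 SD below its plate's average and above zero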;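 note: hits lower antibody fragment binding to DSG3; some compounds called inactive have numbers as strong as hits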
OPRM1-OPRD1 ag – agonists of OPRM1-OPRD1 heterodimerization, primary screen, cell-based, luminescence | cells | AID 504326, 2011 | activation, % at 9.3 µM | actives 0.3% (n = 340,000) | Mu-type opioid receptor (Homo sapiens) + Delta-type opioid receptor (Homo sapiens), …; in the data active = activation above about 18%;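 note: 0% = vehicle-treated cells and 100% = reference agonist; values of inactives mirror those of a sister screen read the other way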
MOR-DOR inv ag – inverse agonists of MOR-DOR heterodimerization, primary screen, cell-based, luminescence. Mu-type opioid receptor (Homo sapiens) + Delta-type opioid receptor (Homo sapiens), …. cell-based MOR-DOR heterodimer luminescence, inverse agonism. inhibition, % at 9.3 µM. actives 0.21% (n = 340,000). AID 504357, 2011; in the data active = inhibition above about 22%, passing the limit was not always enough;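 note: 0% = cells with DMSO and 100% = wells without cells with DMSO; values of inactives mirror those of a sister screen read the other way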
V-ATPase pH – regulators of yeast V-ATPase proton pumping, primary screen, pHLuorin cytosolic pH fluorescence; S. cerevisiae; response, % at 10 µM; actives 0.37% (n = 350,000); AID 504577, 2011; in the data active = response mostly above about 7.3%, no sharp cut-off; inactive = mostly below about 5.4%; note: actives read high; inactives centre near 0; some compounds called inactive have numbers as strong as hits; reference of the scale not given here
Cardiac RTF inh – cardiac RTF calcium sensitivity inhibitors, primary screen, biochemical, IANBD-TnC fluorescence, EC70 calcium; Troponin I, cardiac muscle (Homo sapiens) + Troponin T, cardiac muscle (Homo sapiens) + …; IANBD-labeled cardiac RTF, Ca2+ fluorescence; inhibition, % at 7.15 µM; actives 0.12% (n = 340,000); AID 493244, 2011;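 active = inhibition above the mean inhibition of all tested compounds plus 3 SD, cut at about 17% in these data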;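 note: assay run at fixed EC70 calcium of 1.6 mM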
Arr AP2 block – inhibitors of beta-arrestin/AP2 binding, primary screen, biochemical, GPCR trafficking, flow cytometry; beta-arrestin 1 C-terminal peptide binding to AP2 beta2-adaptin appendage (human); FITC-arrestin peptide / GST-AP2 beads; AP2 beta2 appendage carries R879A mutation; inhibition, % at 10 µM; actives 0.31% (n = 340,000); AID 504490, 2011;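 active = inhibition above a set limit, near 3 SD of compounds lacking own fluorescence, cut at about 54% in these data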;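 note: plate controls were DMSO wells for no effect and 5 µM unlabelled arrestin peptide for full effect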
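System: GST-AP2 R879A glutathione beads; medium: PBS, Tween 20 0.05%, BSA 0.1%; reagent: fluorescein-tagged arrestin peptide at 50 nM final; schedule: pre-incubation 12 min, peptide binding 1 h, room temperature; detection: flow cytometry, FL1 (488/535 nm); read-out: inhibition as reduced fluorescein signal on beads, percent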
Keap1-Nrf2 PPI – Keap1-Nrf2 protein-protein interaction inhibitors, primary screen, biochemical, fluorescence polarization, single point. Kelch-like ECH-associated protein 1 (Homo sapiens), Q14145. Keap1 Kelch-Nrf2 peptide fluorescence polarization, 1536-well. inhibition, % at 9.4 µM. actives 0.15% (n = 340,000). AID 504523, 2011; in the data active = inhibition above about 12%;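 note: human Keap1 Kelch domain with fluorescein labeled Nrf2 9mer peptide probe; 0% = neutral control wells and 100% = peptide positive control; higher means more block of Keap1 binding to Nrf2 peptide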
Target sequence (Q14145 whole entry, looked up, the tested form may be a part): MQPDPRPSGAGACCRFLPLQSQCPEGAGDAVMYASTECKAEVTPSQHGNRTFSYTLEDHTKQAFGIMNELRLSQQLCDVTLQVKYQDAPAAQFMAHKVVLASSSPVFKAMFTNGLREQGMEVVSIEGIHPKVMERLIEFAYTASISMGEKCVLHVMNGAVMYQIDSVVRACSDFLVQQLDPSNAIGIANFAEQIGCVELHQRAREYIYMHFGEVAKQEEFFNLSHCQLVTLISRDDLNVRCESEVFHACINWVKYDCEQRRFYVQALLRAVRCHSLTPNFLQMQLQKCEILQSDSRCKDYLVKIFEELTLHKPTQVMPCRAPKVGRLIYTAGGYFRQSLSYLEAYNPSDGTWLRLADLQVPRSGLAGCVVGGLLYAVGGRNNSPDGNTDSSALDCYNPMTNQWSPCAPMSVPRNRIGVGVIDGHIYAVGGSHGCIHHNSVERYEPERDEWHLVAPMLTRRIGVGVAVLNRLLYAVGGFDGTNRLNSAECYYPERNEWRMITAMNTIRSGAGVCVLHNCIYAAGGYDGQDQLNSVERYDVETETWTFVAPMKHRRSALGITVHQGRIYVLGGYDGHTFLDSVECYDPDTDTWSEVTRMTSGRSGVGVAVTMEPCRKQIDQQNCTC
Wnt act – Wnt/beta-catenin pathway activators, primary screen, cell-based, plate reader, single point; AID 743398, 2014; actives 1.2% (n = 300,000); Wnt/beta-catenin reporter cell assay, activator; activation, % at 9.35 µM; in the data active = activation above about 30%, passing the limit was not always enough;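 note: 0% = neutral control wells and 100% = positive control wells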
RTF Ca sens act – cardiac RTF calcium sensitivity activators, primary screen, biochemical, IANBD-TnC fluorescence, EC20 calcium | Troponin I, cardiac muscle (Homo sapiens) + Troponin T, cardiac muscle (Homo sapiens) + … | IANBD-labeled TnC RTF fluorescence at EC20 calcium; 0% EC20 calcium, 100% full calcium | activation, % at 7.2 µM | actives 0.24% (n = 340,000) | AID 493008, 2010;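 active = activation above the mean over all tested compounds plus 3 SD, cut at about 30% in these data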;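 note: rise in fluorescence read as greater calcium sensitivity of cardiac thin filaments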
LANA DNA inh – inhibitors of KSHV C-LANA binding to DNA, primary screen, biochemical, fluorescence polarization, FAM-LBS DNA, MBP-C-LANA, single point. Kaposi's sarcoma herpesvirus LANA C-terminal domain (residues 932-1162) DNA binding. inhibition, % at 9 µM. actives 0.078% (n = 340,000). AID 504423, 2011;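 active = highest replicate inhibition at or above 60% at 9 µM, even if other replicates fall short; inactive = all replicates below 60% inhibition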;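 note: 0% = neutral control wells and 100% = 4 µM acridine orange control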
Active calls of the source: *; / = no result given.

mol	OPRM1-OPRD1 ag	Arr AP2 block	RTF Ca sens act	V-ATPase pH	Keap1-Nrf2 PPI	Cardiac RTF inh	MOR-DOR inv ag	LANA DNA inh	Wnt act	DSG3 Ab inh
CC(C)(OC(=O)c1ccc(F)cc1)c1cc2ccccc2c(=O)o1	0.4	-2	-10	3	-5	-7	-2	2.6	-1	107
CCN(Cc1ccccc1)C(=O)CN1C(=O)COc2ccc(S(=O)(=O)N3CCCCCC3)cc21	-1.4	-8	-9	-3	-3	2	7	-0.1	2	/
O=C(N/N=C\c1ccc(OC(=O)c2ccco2)cc1)c1ccc(Cl)cc1	1.2	-13	-1	-4	-5	-11	-6	0.9	2	101
CCc1nc2c(cnn2-c2ccc(Cl)cc2)c(=O)n1-c1ccc(OC)cc1	3.0	15	2	1	-4	5	-18	1.4	-9	83
Cc1cc(C)cc(N(CCC(=O)O)S(=O)(=O)c2ccc3ccccc3c2)c1	1.4	/	-1	-1	4	-3	-8	-0.6	-1	103
CCOc1ccccc1NC(=O)Cn1nnc(C(=O)Nc2ccccc2Cl)c1N	1.6	2	4	-2	-2	-2	-8	-1.1	/	101
CC(C)CC(=O)NN(C)c1nc(-c2ccccc2)nnc1C(F)(F)F	-2.7	-4	3	1	-1	-8	14	0.9	-4	52*
CCNc1nc(OC)nc(SCC(=O)Nc2ccccc2)n1	-3.3	3	-1	3	-1	-4	17	0.4	4	92
CCCCN(CC)CCCNC(=O)c1cc2c(=O)n(CC)c3ccccc3c2s1	-1.1	12	0	4	3	-8	7	-0.9	0	90
Cc1ccc(C(C)NC(=O)COC(=O)C2=COCCO2)cc1C (centres undefined)	-2.0	0	2	3	-7	-11	8	-2.7	-3	/
C=CCn1c(CSc2nc3ccccc3s2)nnc1SCC(=O)NCCN1CCOCC1	-2.2	-14	2	-4	2	-7	11	1.4	/	100
COc1ccc(/C=C(\CC(=O)O)c2nc3ccccc3o2)cc1	-0.1	47	3	-3	1	6	0	-0.4	5	99
N#CC1(NC(=O)COc2cc(F)ccc2[N+](=O)[O-])CCCCC1	0.7	-5	1	-1	-1	2	-4	0.2	0	110
Cc1ccc(NC(=S)N2CCC(NC(=O)c3ccc(F)cc3)CC2)cc1	-1.8	30	2	12	-4	-3	10	1.0	9	78
O=C(CN(c1ccccc1F)S(=O)(=O)c1ccccc1)Nc1ccccc1C(=O)N1CCOCC1	-1.0	9	-4	0	-4	-4	5	-0.3	-2	97
CSc1ccc(CCNC(=O)C2CCN(c3nnc(-n4cccc4)s3)CC2)cc1	0.4	/	-1	1	-1	-8	-2	0.1	-3	97
CCCCCSc1nc2c(c(=O)[nH]c(=O)n2C)n1CC	5.7	1	4	0	-6	-8	-33	1.7	3	110
N=C1S/C(=C\c2cccc3ccccc23)C(=O)N1c1ccc(F)cc1	0.6	-1	10	0	-4	-7	-3	1.6	/	90
O=C1c2cccnc2C(=O)N1Cc1ccc2c(c1)OCO2	-0.2	8	1	-3	-2	-7	1	-1.6	/	104
Cc1ccc(OCC(=O)NCc2cccs2)c([N+](=O)[O-])n1	-3.7	4	-3	2	3	4	19	16	-4	83
Oc1c(N=NC(=S)Nc2ccccc2F)c2ccccc2n1Cc1ccc(Cl)cc1	-0.1	4	1	-2	-4	-5	0	1.0	-2	92
CC1CN(Cc2nc3ccccc3c(=O)[nH]2)CC(C)O1 (centres undefined)	/	-22	/	1	-3	/	/	1.2	-2	117
COC(=O)c1ccc(Cl)c(-c2ccc(/C=N/NC(=O)Nc3ccccc3)o2)c1	-1.4	3	7	0	-7	7	8	2.4	/	120
NNC(=S)Nc1cccc(-c2n[nH]c(=S)o2)c1	1.3	11	4	-3	0	2	-6	-1.1	-2	106
COc1ccc(NC(=O)CN(C)C(=O)c2ccc(COc3ccccc3)o2)cc1	-1.9	32	-2	1	0	-1	10	0.2	1	102
Cn1cnc([N+](=O)[O-])c1S(=O)(=O)c1cccc(Cl)c1	-4.0	8	-9	-2	9	-9	29*	-0.7	-15	109
CC(Oc1ccc(Cl)cc1)c1ccc(C#N)c(=O)[nH]1 (centres undefined)	-0.7	4	-1	-8	-3	-3	3	-0.6	/	94
Cc1cc(NS(=O)(=O)c2ccc(NC(=O)Nc3ccc4c(c3)OCO4)cc2)no1	1.0	20	-5	2	-7	3	-5	0.6	/	98
Cc1ccccc1C(=O)c1cccn1CC(=O)NCCN1CCN(c2cccc(C)c2C)CC1	3.6	-11	-3	-1	4	-23	-22	-0.5	/	106
Cc1cnc(NC(=O)CSc2nnc(-c3ccc(Cl)cc3Cl)n2N)s1	-3.5	-2	1	-3	-7	-4	15	0.5	-1	/
Cn1c(CCN2CCN(c3ccccc3)CC2)nc2cc(NC(=O)c3ccco3)ccc21	-3.1	0	3	2	5	8	19	2.0	/	105
NS(=O)(=O)c1ccc(NCCCn2ccnc2)c([N+](=O)[O-])c1	1.6	4	-3	4	2	0	-11	1.0	1	102
C/C(CC(=O)Nc1cccc(Cl)c1Cl)=N\NC(=O)c1ccccc1Br	1.4	10	1	2	-2	-6	-6	5.0	0	102
COC(=O)c1cccc(NC(=O)CN2CCc3ccccc3C2)c1	-2.5	0	-2	1	3	-2	12	-1.9	1	98
COCCCNC(=O)C[C@H]1C[C@H](C(=O)N2CCCCC2)[C@@]2(CCc3ccccc3)c3[nH]c4ccc(Cl)cc4c3CCN2C1=O	-2.6	-3	-1	0	-2	-8	13	-0.2	-2	98
Cc1ccc(O)c(N=Nc2ccc(S(=O)(=O)N3CCOCC3)cc2)c1	2.0	50	-4	-4	2	6	-10	-1.5	-2	98
CCC(C)(C)NC(=O)CN(C(=O)CCC(=O)Nc1nccs1)c1cccc(C)c1	-2.1	-2	-3	7	-2	1	12	3.4	-2	118
CCN(CC(=O)NCc1ccccn1)S(=O)(=O)c1ccc(OC)cc1	-1.5	4	-3	-2	4	-9	10	0.9	0	/
CCOC(=O)c1cc(NC(=O)N2CCOCC2)c(C)nc1C	-0.3	-1	4	/	0	-8	1	-1.2	/	106
CC(C)NC(=O)c1ccc(-n2nc(C(F)(F)F)c3c2CCCC3)cc1	-1.5	6	3	4	-4	-1	8	-0.7	/	/
Cc1ccc(S(=O)(=O)NCC(=O)N/N=C/c2ccc(Cl)cc2)cc1	1.3	-14	-7	4	-1	-3	-7	-0.6	-2	111
O=C(NC(=S)N1CCCC1)c1ccccc1F	-2.2	14	0	4	4	-8	9	-0.2	-1	99
COc1ccccc1C(=O)NCCN=C1NS(=O)(=O)c2ccccc21	-0.9	-12	1	5	0	-7	7	0.5	1	/
CC(NC(=O)COC(=O)CCC(=O)c1ccc(F)cc1)c1ccccc1 (centres undefined)	-1.1	4	-3	2	-2	-5	4	-1.2	-1	/
Cc1cc(C(=O)NN)c(C)o1	-0.5	34	2	4	-1	-8	2	-2.4	2	105
Cc1cc(=O)oc2cc(OCC(=O)OC(C)C(=O)NC3CCCC3)ccc12 (centres undefined)	-0.8	7	-1	3	0	-5	4	-1.2	-1	100
O=C(Nc1ccc(Cl)cc1)NN1CCCCCC1	3.2	-3	-7	2	2	2	-17	1.0	1	90
CCOC(=O)C1C(=O)CC(C)(O)C(C(=O)OCC)C1c1ccc(N(CC)CC)cc1 (centres undefined)	-2.5	2	-3	0	-3	-4	13	-1.2	-3	104
Cc1nc(-c2cccnc2)sc1C(=O)Nc1ccc(Cl)cc1	-2.5	-4	0	-3	-3	0	12	0.6	/	/
COc1ccc(S(=O)(=O)Nc2cc([N+](=O)[O-])ccc2OC)cc1	-3.2	-12	5	5	-1	-7	17	2.4	-8	95
CC(/C=C1\SC(=S)N(CCC(=O)Nc2nc(C)cs2)C1=O)=C\c1ccccc1	0.2	8	5	-3	-6	-1	-1	1.2	-1	101
CC1CCCCN1CCNC(=O)c1cc2c(=O)n(C)c3ccccc3c2n1C (centres undefined)	0.5	30	5	2	4	-10	-2	-8.0	1	152
CCc1ccc(OCC(=O)OC(C)C(=O)Nc2ccc(Cl)cn2)cc1 (centres undefined)	-0.1	5	1	-4	-4	-1	1	-0.9	1	/
COc1cc(C(=O)NC2CCN(Cc3ccccc3)CC2)cc(Cl)c1OC	-1.6	2	-2	0	-3	-6	7	1.0	1	100
COc1cccc(C(=O)N2CCN(C(=O)c3cccc4ccccc34)CC2)c1OC	0.6	6	-5	6	2	-5	-3	0.2	/	99
Cc1ccc(C(=O)Nc2nnn(C)n2)cc1	-0.1	-4	7	-4	3	-7	1	0.3	/	104
N#Cc1cccc(C(=O)Nc2ccc(S(=O)(=O)Nc3nccs3)cc2)c1	-1.9	2	-3	-1	-3	-17	8	0.2	-2	/
CC(C)[C@H]1C(=O)Nc2ccccc2N1C(=O)N[C@@H](Cc1ccccc1)C(=O)N[C@H](C(=O)O)c1ccccc1	-3.1	-4	2	-2	-2	-5	16	3.1	-1	101
CCc1nccn1S(=O)(=O)c1ccc(OC)c(OC)c1	-0.3	10	6	2	-4	-1	2	2.2	-5	99
O=C(c1ccc(-c2ccccc2)cc1)c1ccccc1C(=O)N1CCOCC1	-0.7	-5	-2	2	-5	-9	4	0.1	/	99

Remaining list, next part
mol	OPRM1-OPRD1 ag	Arr AP2 block	RTF Ca sens act	V-ATPase pH	Keap1-Nrf2 PPI	Cardiac RTF inh	MOR-DOR inv ag	LANA DNA inh	Wnt act	DSG3 Ab inh
Cc1onc(-c2ccccc2Cl)c1C(=O)NCCCc1ccccc1	-1.9	4	-1	0	-1	5	10	1.3	-2	102
COc1ccc(C(c2sc3nc(C)nn3c2O)N2CCC3(CC2)OCCO3)cc1 (centres undefined)	0.8	1	8	-1	-1	-12	-5	0.8	/	107
CCOC(=O)CN1C(=O)C(O)=C(C(C)=O)C1c1ccccc1 (centres undefined)	-1.4	-5	-4	-2	-2	4	6	0.2	-2	107
C=CCn1c(SCC(=O)OCC)nc(C(F)(F)F)cc1=O	2.0	8	-4	1	-2	1	-15	-0.1	-36	99

The order is random; any-hit rate near 3.1%.
